Assay outcomes as filed in PubChem.
uPA generation = qHTS for Inhibitors of Cell Surface uPA Generation. cell surface uPA generation assay, qHTS. Potency, µM (top dose mostly 38.3 µM), inactives show top-dose activity change, negative = inhibition, hits mostly inhibitors. actives 0.31% (n = 330,000). AID 540303, 2011; active = well fitted inhibition curve with a large enough effect; inconclusive = small, poorly fitted or top-dose-only effect; inactive = no such curve, though single readings can be large or run the other way; tested in mouse RAW 264.7 cells; also: potency is read from the fitted curve at half-maximal effect; % is scaled to controls: 0 for no effect and ±100 for the full control effect; nearly all actives have a fitted effect of over 55% in size
Mito fusion yeast = qHTS Assay for Small Molecule Inhibitors of Mitochondrial Division or Activators of Mitochondrial Fusion; S. cerevisiae fusion-defective mutant growth rescue, CellTiterGlo 48 h; Potency, µM (doses to about 46.1 µM), for the others: at the top dose growth rescue (activation), hits mostly activators; actives 0.23% (n = 320,000); AID 485298, 2010;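 also: potency is read from the fitted curve at half-maximal effect; % of control where 0% means no effect; nearly all actives have a fitted effect of over 45% in size; temperature-sensitive fusion mutants such as fzo1-1 at 37 °C on non-fermentable ethanol glycerol medium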
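Yeast fusion mutant, YPEG (non-fermentable carbon), compound, 48 h at 37C non-permissive; CellTiterGlo added, 10 min RT, luminescence read. Rescued growth = division inhibition.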
TSG101-PTAP inh = qHTS Assay for Iinhibitors of HIV-1 Budding by Blocking the Interaction of PTAP/TSG101; Fluorescence polarization, FITC-PTAP peptide / Tsg101 binding; Potency, µM (doses to about 115 µM), inactives show top-dose activity change, negative = inhibition, usual class: inhibitors; 340,000 tested, under 10 active; active = well fitted inhibition curve with a large enough effect in the main read-out, with a control signal flat, not every such curve was filed as active; inconclusive = small, poorly fitted or top-dose-only effect, or effect the other way, or a change in a side signal; inactive = no such curve, though single readings can be large or run the other way; also: potency is read from the fitted curve at half-maximal effect; % of control where 0% means no effect
Target sequence (Q99816 whole entry, looked up): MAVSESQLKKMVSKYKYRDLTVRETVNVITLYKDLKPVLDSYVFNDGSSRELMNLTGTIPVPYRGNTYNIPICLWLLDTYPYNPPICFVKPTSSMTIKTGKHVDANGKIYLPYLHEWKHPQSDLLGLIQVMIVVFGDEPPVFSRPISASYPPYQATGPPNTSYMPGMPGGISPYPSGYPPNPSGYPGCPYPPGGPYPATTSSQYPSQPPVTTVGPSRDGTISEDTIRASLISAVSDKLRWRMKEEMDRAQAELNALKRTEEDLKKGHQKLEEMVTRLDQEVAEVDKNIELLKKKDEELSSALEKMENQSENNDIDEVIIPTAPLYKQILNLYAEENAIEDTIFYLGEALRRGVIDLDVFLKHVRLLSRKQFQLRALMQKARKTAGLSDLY
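Compounds were pin-transferred onto Tsg101 binding domain (10 uM final) in HEPES pH 7.5 buffer, then FITC-PTAP peptide was added at 50 nM final. After 20 min at RT, polarization reported peptide displacement across a qHTS concentration series.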
Chronic BCR inh = qHTS Assay to Find Inhibitors of Chronic Active B-Cell Receptor Signaling; ABC-DLBCL IkBa-CBG/CBR reporter, luminescence ratio, 4 h; Potency, µM (top dose mostly 46.1 µM), without a hit: top-dose ratio change, negative = lower green/red ratio, usual class: inhibitors; actives 0.05% (n = 340,000); AID 493014, 2011; active = well fitted inhibition curve with a large enough effect in the signal ratio, with a control signal flat, not every such curve was filed as active; inconclusive = small, poorly fitted or top-dose-only effect, or effect the other way, or a change in a side signal; the % refers to the signal ratio;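 also: potency is read from the fitted curve at half-maximal effect; plate controls were basal doxycycline-induced cells for no effect and cells given 10 µM MG132 for full effect; MG132 reads +100%, hits lower the ratio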
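Cell line TMD8 (human ABC DLBCL), stably expressing tet-inducible CBG68-IkBa fusion and CBR; IMDM/0.5% FBS; cpd up to 46 uM; dox induction, 4 h, 37C/5% CO2; dual luminescence; green/red ratio; MG132 control.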
B2AR arrestin = qHTS assay of beta-arrestin-biased ligands of beta2-adrenergic receptor; Beta-2 adrenergic receptor (Homo sapiens), P07550; beta-arrestin recruitment to beta2AR, cell-based reporter; Potency, µM (top dose mostly 46.1 µM), for the others: at the top dose activation, actives largely listed as activators; actives 0.02% (n = 330,000);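 also: potency is read from the fitted curve at half-maximal effect; 0% = DMSO controls and full agonism = EC100 isoproterenol or metaproterenol; nearly all actives have a fitted effect of over 65% in size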
ELG1 repair inh = qHTS screen for small molecules that inhibit ELG1-dependent DNA repair in human embryonic kidney (HEK293T) cells expressing luciferase-tagged ELG1. HEK293T ELG1-luciferase reporter, luminescence, 16 h; DNA damage induced by 5-fluorouridine. Potency, µM (highest dose often 46.1 µM), without a hit: top-dose activity change, negative = inhibition, actives largely listed as inhibitors. actives 2.3% (n = 330,000); also: potency is read from the fitted curve at half-maximal effect; % is scaled to controls: 0 for no effect and ±100 for the full control effect; nearly all actives have a fitted effect of over 55% in size
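Step one: seed 2,000 cells per well. Step two: pin-transfer compound or DMSO alongside 5-fluorouridine. Step three: incubate 16 hr, 37 °C, 5% CO2. Step four: add ONE-Glo, wait 30 min, read luminescence.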
Tb PFK block = qHTS Assay to Find Inhibitors of T. brucei phosphofructokinase; ATP-dependent 6-phosphofructokinase (Trypanosoma brucei brucei), O15648; T. brucei PFK, ADP-Glo luminescence; Potency, µM (titrated, usually from 57.5 µM), without a hit: top-dose activity, negative = inhibition, most hits filed as inhibitors; actives 0.17% (n = 330,000);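 also: potency is read from the fitted curve at half-maximal effect; 0% = uninhibited 1x PFK enzyme wells and -100% = no-enzyme wells; nearly all actives have a fitted effect of over 60% in size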
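In TEA buffer at pH 8.0 with 5 mM MgCl2, enzyme (1.25 nM) converted F6P (0.5 mM) and ATP (0.1 mM) for 45 min at room temperature. ADP product was read by luciferase luminescence.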
TSHR antagonist = Antagonists of the Thyroid Stimulating Hormone Receptor: HTS campaign | Thyrotropin receptor (Homo sapiens), P16473 | TSHR-expressing cells, TSH-stimulated cAMP HTRF, 2 h; hits give low values | activity change, negative = inhibition, % at 11.5 µM | actives 0.2% (n = 330,000);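 active = activity change below a set negative limit, meaning inhibition stronger than a set level, cut at about -70% in these data; inconclusive = activity change between two set negative limits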; also: % is scaled to controls: 0 for no effect and ±100 for the full control effect
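TSHR-expressing cells, 200/well, pre-treated with compound, then stimulated with EC80 TSH (4nM final) for 2 hours at 37 deg C. cAMP measured by competitive HTRF: anti-cAMP cryptate antibody in lysis buffer plus cAMP-d2, read after 30 minutes at room temperature.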
TCR activator = Activators of T cell receptors: qHTS campaign; primary human leukocytes, anti-CD3, IL-2 HTRF, 48 h; Potency, µM (titrated, usually from 9.22 µM), inactives show at the highest dose activation of IL-2 secretion, most hits filed as activators; 330,000 tested, under 10 active; also: % of control where 0% means no effect
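48 hr co-incubation of compounds, a-CD3 beads and primary human leukocytes; IL-2 quantified homogeneously by HTRF with anti-IL-2 K and d2 conjugates.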
Eya2 inh = qHTS Assay for Inhibitors of the Phosphatase Activity of Eya2; recombinant Eya2, OMFP fluorescence dephosphorylation (OMFP is methylfluorescein phosphate); Potency, µM (titrated, usually from 76.9 µM), without a hit: at the top dose activity, negative = inhibition, usual class: inhibitors; actives 0.006% (n = 330,000); also: potency is read from the fitted curve at half-maximal effect; % is scaled to controls: 0 for no effect and ±100 for the full control effect
Target sequence (O00167 whole entry, looked up): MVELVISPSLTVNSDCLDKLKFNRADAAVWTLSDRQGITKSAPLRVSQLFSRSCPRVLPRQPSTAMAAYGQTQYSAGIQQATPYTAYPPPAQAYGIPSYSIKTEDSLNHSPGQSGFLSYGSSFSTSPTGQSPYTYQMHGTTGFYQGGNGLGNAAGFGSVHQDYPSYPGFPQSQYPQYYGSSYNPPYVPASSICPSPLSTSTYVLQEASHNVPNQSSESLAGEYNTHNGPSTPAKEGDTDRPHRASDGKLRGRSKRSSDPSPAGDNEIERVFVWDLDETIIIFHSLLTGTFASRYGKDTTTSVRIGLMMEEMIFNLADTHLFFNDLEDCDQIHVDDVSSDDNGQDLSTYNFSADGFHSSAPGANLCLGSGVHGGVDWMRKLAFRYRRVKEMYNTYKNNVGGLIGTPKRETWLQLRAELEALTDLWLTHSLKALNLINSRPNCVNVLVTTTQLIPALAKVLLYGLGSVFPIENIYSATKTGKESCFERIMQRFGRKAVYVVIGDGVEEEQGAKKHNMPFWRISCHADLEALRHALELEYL
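Eya2 (0.2 uM) preincubated 10 min at ambient with compound, then OMFP substrate added at 50 uM; 10 min reaction in 50 mM HEPES pH 7.5, 50 mM NaCl, 5 uM MgCl2, 0.05% BSA, 1 mM DTT. Fluorescence read at Ex 485/Em 525 nm.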
USP2a block = qHTS Assay for Inhibitors of Ubiquitin-specific Protease USP2a Using CHOP2 as the Reporter | Potency, µM (top dose mostly 38.3 µM), without a hit: at the highest dose activity change, negative = inhibition, hits mostly inhibitors | Ubiquitin carboxyl-terminal hydrolase 2 (Homo sapiens), O75604 | USP2 core, Ub-CHOP2 coupled fluorogenic reporter, 485/531 | actives 0.01% (n = 330,000);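 also: potency is read from the fitted curve at half-maximal effect; plate controls were DMSO wells for no effect and full inhibition by NEM control for full effect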
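Cell-free coupled assay: 10nM USP2 core preincubated 30min RT with compound in Tris-HCl pH 8.0/CaCl2/CHAPS buffer, then 25nM Ub-CHOP2 and 25nM reporter substrate; fluorescence (Ex 485/Em 531) read after 60min RT, normalized to NEM inhibition, concentration-response curves fitted.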
Starred values were filed as active, the others as inactive; ? = inconclusive; / = not tested or not shown; [ ] = another dose, or the depositor's remark. Unless noted, calls follow the shape of the dose curve; as a rule, active = well fitted curve in the direction sought with a large enough effect; inconclusive = small, poorly fitted or top-dose-only effect, or another doubt; inactive = no such curve, though single readings can be large; an effect the other way counts as inactive or inconclusive.

Order of results – Tb PFK block, Mito fusion yeast, Eya2 inh, B2AR arrestin, uPA generation, TCR activator, Chronic BCR inh, ELG1 repair inh, TSG101-PTAP inh, USP2a block, TSHR antagonist
> COc1ccc(C)cc1NC(=O)CCNS(=O)(=O)c1cccc(C(F)(F)F)c1
 : -2%, -2%, -9%, -0.1%, 2%, -1%, -4%, -19%, -7%, 3%, -8
> Cc1cccc(NC(=O)CNC(=O)COC(=O)CCS(=O)(=O)c2ccccc2)c1C
 : 3%, 1%, -3%, -0.6%, -16%, 6%, ?, -3%, -1%, 1%, -39
> COc1ccccc1C(=O)NCC(=O)N/N=C/c1cc(Br)ccc1OCc1ccccc1
 : -1%, 11%, 1%, 0.5%, 2%, 3%[46.1 µM], ?, 7.3µM*, -1%, -12%, 36
> COc1ccc(NS(=O)(=O)c2cc(NC(=O)CC(C)(C)C)ccc2N2CCCC2)cc1
 : 4%, 4%, 7%, 0.2%, 8%, 2%, 1%, ?, 1%, 0%, -13
> O=C(Nc1cccc(S(=O)(=O)Nc2ccccc2F)c1)c1ccc2ccccc2n1
 : -29%, 4%, -6%, 0.1%, 5%, -4%, 11%, ?, -1%, -3%, -32
> CCn1c(-c2ccc3[nH]c(C)c(C)c3c2)n[nH]c1=S
 : -1%, 0%, 3%, -0.1%, 7%, -3%, -1%, 11%, -3%, 0%, -5
> CCC(=O)c1ccc(N2CCN(C(=O)c3ccc(Br)cc3)CC2)c(F)c1
 : 5%, -14%, 2%, 0.3%, 4%, -6%, ?, 19%, -3%, -2%, 9
> COC(=O)C1=CN(CCCN2CCCC2=O)C=C(C(=O)OC)C1c1cccs1
 : -1%, -1%, 24%, -0.4%, 8%, 1%, 1%, -16%, -5%, -6%, -4
> O=C(Nc1ccc2nsnc2c1)c1cccs1
 : 3%, 2%, 12%, 0.0%, 2%, -4%, ?, ?, -8%, -1%, -7
> CCOC(=O)c1oc2c(O)c(O)ccc2c(=O)c1-c1nncn1-c1ccccc1
 : 10%, -2%, 12%, -0.3%, 4%, 2%, 9%, 7%, -1%, 3%, 11
> CC(NS(=O)(=O)c1ccc2c(c1)C(=O)c1cc(S(=O)(=O)NC(C)C(=O)O)ccc1-2)C(=O)O (configuration not stated)
 : 2%, -3%, -1%, 0.5%, 0%, 6%, 7%, ?, -6%, -1%, 4
> O=C(O)c1cc(Cl)nc2ccccc12
 : -7%, 9%, 26%, -0.6%, 2%, -10%, -8%, 7%, -2%, -3%, 0
> Cc1ccc(S(=O)(=O)N2CCOCC2)cc1NC(=O)CN(C)C1CCS(=O)(=O)C1 (configuration not stated)
 : 3%, -2%, -21%, 0.1%, -1%, 1%, 4%, 11%, -2%, 7%, -3
> COc1ccc(Nc2c([N+](=O)[O-])ccc3c2=NC2(CCCCC2)N=3)cc1
 : -3%, -2%, -5%, -0.1%, -12%, 1%, ?, -9%, -9%, 4%, 7
> COc1ccc(C(=O)COC(=O)c2nn(C)c(=O)c3ccccc23)c(OC)c1
 : 0%, 18%, ?, -0.1%, 1%, 4%, 4%, 13%, -3%, 9%, 3
> O=C(Nc1ccc(Cl)c(S(=O)(=O)N2CCOCC2)c1)c1cccs1
 : ?, /, 0%, 0.0%, -4%, -4%[46.1 µM], -5%, 26µM*, 1%, 2%, -5
> COc1ccc(NC(=O)CN2C(=O)C(C)Oc3ccccc32)cc1 (configuration not stated)
 : 2%, 3%, 9%, -0.2%, 6%, -2%, -4%, 0%, 2%, -5%, 2
> COc1cc(NC(=O)c2ccc(C(C)(C)C)cc2)c(OC)cc1NC(=O)CN1CCCCC1
 : 4%, 4%, -22%, 0.1%, -6%, 3%, 13%, ?, 0%, 0%, -4
> CN(C)c1ccc(/C=[N+](\[O-])C2SC(=S)N(C)C2(C)C)cc1 (configuration not stated)
 : -5%, 1%, 3%, 0.1%, -2%, -3%, 0%, -4%, -2%, 1%, -12
> CN(c1ncnc(N)c1[N+](=O)[O-])C1CCS(=O)(=O)C1 (configuration not stated)
 : 0%, 2%, 8%, 0.0%, 11%, -2%, 1%, ?, -2%, 1%, 0
> COc1ccc(C(=O)OCC(=O)Nc2ccc(OC(F)F)cc2)c(OC)c1
 : 5%, -8%, -4%, 0.2%, -4%, -2%, -24%, -28%, -8%, 2%, 18
> O=C(CCCN1C(=O)/C(=C/c2ccc(F)cc2)SC1=S)NC1CCS(=O)(=O)C1 (configuration not stated)
 : 3%, 1%, -11%, 0.0%, -28%, 4%, ?, -25%, -4%, 4%, -3
> Cc1ccccc1C1CC(c2ccc(F)cc2)Nc2nc(N)nn21 (configuration not stated)
 : -8%, -3%, -4%, -0.3%, -7%, 2%[46.1 µM], -2%, ?, 1%, 1%, -1
> COc1ccc(-c2cccc(C(=O)N3CCOCC3)c2)cc1
 : -1%, 0%, 8%, -0.6%, -2%, 8%, ?, ?, -3%, 0%, -5
> O=C(Nc1ccc(Br)cc1)c1ccccc1Br
 : -6%, 7%, -3%, 0.3%, ?, -3%, -1%, ?, -5%, 0%, -1
> COc1ccc(OCc2cc(C(=O)N(C)C(C)c3ccon3)no2)c(Cl)c1 (configuration not stated)
 : 1%, 3%, 5%, 0.1%, 7%, -2%, -9%, ?, -5%, -2%, -4
> CN(C(=O)c1ccc(F)c(S(=O)(=O)N2CCOCC2)c1)C1CCCCC1
 : -8%, 1%, -7%, 0.0%, 3%, -18%, 1%, 22%, -2%, 2%, -5
> Cc1cccc(C(=O)Nc2cc(NC(=O)c3cccs3)ccc2C)c1
 : 0%, -9%, 7%, 0.3%, -3%, /, ?, -9%, 1%, 3%, -6
> CCOC(=O)NC(=O)/C(C#N)=N\Nc1cccc(OC)c1
 : -2%, 7%, 12%, 0.1%, 0%, 3%, ?, 6%, 1%, -1%, -3
> COc1ccc(NC(C)=O)cc1S(=O)(=O)Nc1cccc(S(=O)(=O)NC2=NCCC2)c1
 : 0%, -5%, -13%, 0.0%, 6%, 1%, 0%, 17%, 0%, -1%, 7
> CC(C)(CNC(=O)c1cccc(S(=O)(=O)Nc2ccc(Br)cc2)c1)N1CCOCC1
 : -7%, 1%, -15%, 0.3%, 1%, 1%, -4%, ?, 1%, -1%, 9

3 structures out of the list, sorted by count of non-hydrogen atoms, largest number first:
Order of results – Tb PFK block, Mito fusion yeast, Eya2 inh, B2AR arrestin, uPA generation, TCR activator, Chronic BCR inh, ELG1 repair inh, TSG101-PTAP inh, USP2a block, TSHR antagonist
> O=C(CCCN1C(=O)/C(=C/c2ccc(F)cc2)SC1=S)NC1CCS(=O)(=O)C1 (configuration not stated)
 : 3%, 1%, -11%, 0.0%, -28%, 4%, ?, -25%, -4%, 4%, -3
> CCC(=O)c1ccc(N2CCN(C(=O)c3ccc(Br)cc3)CC2)c(F)c1
 : 5%, -14%, 2%, 0.3%, 4%, -6%, ?, 19%, -3%, -2%, 9
> Cc1ccccc1C1CC(c2ccc(F)cc2)Nc2nc(N)nn21 (configuration not stated)
 : -8%, -3%, -4%, -0.3%, -7%, 2%[46.1 µM], -2%, ?, 1%, 1%, -1
